Assay outcomes (PubChem BioAssay)
mouse EphA4 binding – EphA4 ligand-binding antagonists – biochemical, colorimetric, mouse EphA4, primary screen (AID 689) | one-dose inhibition, % at 10 µM; IC50 in µM for titrated hits | actives 0.1% (n = 62,000) | EphA4-AP binding to KYL peptide, pNPP A405; higher % means a stronger effect; in the data active = a potency from the dose series; inactive = the rest, 99 in 100 with inhibition below about 22%
* hit, by the source's call; & = joins results of further samples.

SMILES | mouse EphA4 binding
COc1ccc2c(C)cc(SCC(=O)N3CCOCC3)nc2c1 | -1%
Cn1c(SCC(=O)NCc2cccs2)nnc1-c1ccc(S(=O)(=O)N2CCCC2)cc1 | -10%
CCN(CC)CCNC(=O)CCCNC(=O)Cn1cnc2sc(C)c(C)c2c1=O | 3%
COC(=O)/C(O)=C/C(=O)c1cccs1 | 18%
COc1ccccc1C1(CC(=O)Nc2nccs2)CCOC(C(C)C)C1 (centres undefined) | -8%
CCCN1C2=NCCCN2c2ccccc21 | 12%
Cc1ccnc(NS(=O)(=O)c2ccc(N)cc2)n1 | -5%
COc1ccc(OCCSc2nnc(-c3ccoc3C)n2C)cc1 | -19%
Cc1cc2nc(C)c(Cc3ccccc3)c(=O)n2[nH]1 | 8%
CC1(C(=O)CSc2n[nH]c(-c3ccccc3Cl)n2)CCC(=O)O1 (centres undefined) | -8%
CCCCSc1nc2ccc(Nc3nc(N4CCOCC4)nc(N4CCOCC4)n3)cc2s1 | -8%
Cc1ccc(/C=C(\C#N)c2nc3ccccc3s2)cc1 | -9%
CCCOc1ccc(N2C(=O)CC(N3CCC(O)(c4cccc(C(F)(F)F)c4)CC3)C2=O)cc1 (centres undefined) | -13%
CN1CCC(N(C)C(=O)c2ccccc2Nc2ccc(SC(F)F)cc2)CC1 | -7%
CCc1cc(-c2n[nH]c(C)c2-c2nc3ccccc3n2C)c(O)c(CN2CCN(C)CC2)c1O | -13%
O=S(=O)(c1cccc(-c2cn3cccnc3n2)c1)N1CCCCCC1 | -14%
COc1cccc(-n2nc(-c3ccnn3-c3ccc(C)cc3)c(=O)n(C)c2=O)c1 | -13%
COC(=O)c1cnn(-c2cc(Oc3ccccc3)ncn2)c1N | 2%
CCOC(=O)Nc1n[nH]c(NC(=O)OCC)c1[N+](=O)[O-] | -19%
O=C(CCNc1ccc(F)cc1)c1cccs1 | -8%
COc1cc2c(cc1OC)C(C(=O)NCc1ccco1)C(c1cccs1)N(C)C2=O (centres undefined) | 9%
NS(=O)(=O)c1ccc(NS(=O)(=O)c2ccc(NC(=O)c3ccc(-c4ccccc4)cc3)cc2)cc1 | -7%
COc1ccc(C2NC(=O)c3ccccc3N2)cc1OC (centres undefined) | -1%
Cc1ccc(C2CC(=O)NC(SCCC(C)C)=C2C#N)cc1 (centres undefined) | 2%
CC(C)CCN1CC(C(=O)NCCC2=CCCCC2)CC1=O (centres undefined) | -20%
Cc1ccc(/C(O)=C2\C(=O)C(=O)N(c3cc(C)on3)C2c2cccc(Br)c2)cc1 (centres undefined) | -1%
O=C(Nc1ccccc1N1CCOCC1)c1ccc([N+](=O)[O-])cc1 | -5%
COc1cc(OC)c2c(C)c(Cl)c(=O)oc2c1 | 12%
O=S(=O)(c1cnccc1N1CCN(/N=C/c2ccccc2)CC1)N1CCCCC1 | -5%
CCC(C)Oc1nc2ccccc2nc1NS(=O)(=O)c1ccccc1 (centres undefined) | -10%
Cc1onc(-c2ccccc2)c1C(=O)Nc1sc2c(c1C#N)CCC(C)C2 (centres undefined) | -7%
Oc1ccc(-c2csc(-c3ccccc3)n2)cc1O | 10%
CSc1nc(C)cc(-n2ccc(=O)[nH]c2=O)n1 | -10%
Cc1c(-c2ccccc2)oc2nc3c(c(=O)n(C)c(=O)n3C)n12 | -5%
O=C(NCc1ccco1)C(c1ccco1)N(CCc1ccccc1)C(=O)Cn1nnc2ccccc21 (centres undefined) | 6%
Cc1cc(C)c(NC(=O)CSc2nc(COc3ccccc3)nc3ccccc23)c(C)c1 | 12%
COc1cccc2cc(C(=O)NCc3ccco3)c(=Nc3ccc(C(=O)O)cc3)oc12 | -12%
CCOc1c2ccc(C(=O)NCc3ccc4c(c3)OCO4)cc2nn1CCOC | 6%
CCOc1ccc(Cc2nc(C)c(CC(=O)N3CCOCC3)c(=O)[nH]2)cc1 | -11%
Cc1n(CCCCS(=O)(=O)[O-])c2cc(Cl)c(Cl)cc2[n+]1C | -2%

3 compounds picked at random from those above, as already listed:
SMILES | mouse EphA4 binding
CSc1nc(C)cc(-n2ccc(=O)[nH]c2=O)n1 | -10%
Cc1cc(C)c(NC(=O)CSc2nc(COc3ccccc3)nc3ccccc23)c(C)c1 | 12%
NS(=O)(=O)c1ccc(NS(=O)(=O)c2ccc(NC(=O)c3ccc(-c4ccccc4)cc3)cc2)cc1 | -7%

Further records follow:
SMILES | mouse EphA4 binding
CS(=O)(=O)N(CC(=O)Nc1ccc2c(c1)OCO2)c1ccccc1 | 1%
O=C(c1ccc(NC2=NC3CS(=O)(=O)CC3S2)cc1)N1CCN(Cc2ccccc2)CC1 (centres undefined) | -7%
O=C(Nc1ccc(Cl)cc1)c1ccc(N2CCCCCC2)c([N+](=O)[O-])c1 | 4%
Cc1ccc(CN2C(=O)C3CCCN3c3ccc(S(=O)(=O)N4CCOCC4)cc32)cc1 (centres undefined) | -7%
COc1ccc(C)cc1NC(=O)C1CC(=O)OC12CCCCC2 (centres undefined) | -18%
COc1ccc(NC(C)=O)cc1NC(=O)CSc1nnc(-c2cccnc2)n1C | 9%
CCc1ccc2oc(-c3cccc(NC(=O)COc4ccc(OC)cc4)c3)nc2c1 | -2%
Cc1ccc(CNC(=O)c2nc3nc(C)cc(C)n3n2)cc1 | -15%
O=c1[nH]n(-c2ccc(F)cc2)c2ncccc12 | -12%
Cc1ccccc1C1C(C#N)=C2N=C(N)c3c(sc4c3CCCCC4)N2C2=C1C(=O)CC(C)(C)C2 (centres undefined) | -7%
Cc1nn(CC(=O)Nc2sc(C)c(C)c2C(N)=O)c(C)c1[N+](=O)[O-] | 0%
COC(=O)c1ccc(CN2C(=O)NC3(CCC(C)CC3)C2=O)o1 (centres undefined) | -4%
Cc1nnc(NCCc2ccccc2)[nH]c1=O | -10%
CCOc1c2ccc(C(=O)NCCc3ccc(C)cc3)cc2nn1CC | -8%
COc1ccc(C(=O)O)cc1F | -10%
COC(=O)C1(c2ccccc2)NC(c2cccs2)C2C(=O)N(C)C(=O)C21 (centres undefined) | -14%
Cc1ccc(Cn2ccc(NC(=O)c3cc(-c4ccc(Cl)cc4)on3)n2)cc1 | -6%
Cc1ccc(C(=O)NNC(=O)C2CCN(c3nc(C)cc(C)n3)CC2)cc1 | -6%
Cn1c(COc2ccccc2)nnc1SCC(=O)NCc1ccccc1 | 0%
CN(C)c1ccc(NC(=O)COc2ccc(Cl)cc2Cl)cc1 | -9%
Cc1cc(-c2ccccc2)nc(Oc2cccc(C(F)(F)F)c2)c1S(C)(=O)=O | -1%
Cn1c(CC(O)c2ccccc2)nc2ccccc21 (centres undefined) | -7%
CC(C)CN1C(=O)/C(=C/c2cccc(Oc3ccccc3)c2)SC1=S | -2%
CCOC(=O)c1[nH]c2cc3c(cc2c1NC(=O)CN1CC(C)CC(C)C1)OCO3 (centres undefined) | -8%
COc1ccc(N=C2CCCN2CC(N)=O)cc1 | -15%
O=C1C=C(c2cccs2)CC(c2cccs2)C1n1cnc([N+](=O)[O-])c1 (centres undefined) | -5%
CN(C)c1ncc(S(=O)(=O)c2ccccc2)c(-c2ccccc2Cl)n1 | -10%
CCn1c(=NC(=O)c2ccc(N3C(=O)CCC3=O)cc2)sc2c(OC)ccc(OC)c21 | -18%
COc1ccc(NC(=O)CSc2nnc(-c3ccccc3C)n2N)cc1 | -10%
O=C(Nc1ccc(NC(=O)C2CC2)nc1)c1ccncc1 | 6%
CC1(C(=O)NC2CCCC2)CCC(=O)N1Cc1cccs1 (centres undefined) | -9%
Cn1c(CCNC(=O)C(C)(C)C)nc2ccccc21 | -13%
COc1ccccc1C1Nc2cc3ccccc3cc2C2=C1C(=O)CC(C)(C)C2 (centres undefined) | -4%
Cc1ccc(-c2nn(C)c(=O)c3ccccc23)cc1CNC(=O)/C=C/c1ccccc1 | 5%
CN(C1=NS(=O)(=O)c2cc([N+](=O)[O-])ccc21)c1ccccc1 | -9%
COc1ccc(-n2nnnc2SCC(=O)Nc2nnn(C)n2)cc1 | 5%
CN1C=C(C(F)(F)F)C=C/C1=C(\C#N)c1nnc2n1CCCCC2 | -13%
Cc1[nH]nc2c1C(c1ccc(OC(=O)c3ccco3)cc1)C(C#N)=C(N)O2 (centres undefined) | -10%
CCc1c(C)nc(Nc2nc(C)c3ccc(OC)cc3n2)[nH]c1=O | 1%
CC(NC(=O)c1ccco1)C(c1cccs1)N1CCN(c2ccc(F)cc2)CC1 (centres undefined) | 6%

Compounds listed so far with a COOH group (2):
SMILES | mouse EphA4 binding
COc1cccc2cc(C(=O)NCc3ccco3)c(=Nc3ccc(C(=O)O)cc3)oc12 | -12%
COc1ccc(C(=O)O)cc1F | -10%

Not a retest: an excerpt of the list.
SMILES | mouse EphA4 binding
CN(C1=NS(=O)(=O)c2cc([N+](=O)[O-])ccc21)c1ccccc1 | -9%
COc1ccc(-n2nnnc2SCC(=O)Nc2nnn(C)n2)cc1 | 5%
CN1C=C(C(F)(F)F)C=C/C1=C(\C#N)c1nnc2n1CCCCC2 | -13%
Cc1[nH]nc2c1C(c1ccc(OC(=O)c3ccco3)cc1)C(C#N)=C(N)O2 (centres undefined) | -10%
CCc1c(C)nc(Nc2nc(C)c3ccc(OC)cc3n2)[nH]c1=O | 1%
CC(NC(=O)c1ccco1)C(c1cccs1)N1CCN(c2ccc(F)cc2)CC1 (centres undefined) | 6%

(more compounds)
SMILES | mouse EphA4 binding
O=c1oc2c(CN3CCCCC3)c(O)ccc2c2c1CCCCC2 | 7%
CCc1cccc(C)c1NC(=O)CSc1nc2ccc(N3C(=O)c4ccccc4C3=O)cc2s1 | -10%
C#CCOC(=O)c1ccccc1C(=O)N(CC)CC | -12%
CC(C)CCNC(=O)NC(=O)CSc1nnc2ccccn12 | 7%
COc1ccc(-c2nc3ccccc3n2Cc2ccccc2)cc1 | 3%
Cn1c(=O)oc2cc(S(=O)(=O)N3CCC(C(=O)N4CCc5ccccc5C4)CC3)ccc21 | -10%
Cc1ccc2ccc(S(=O)(=O)n3nc(C)cc3C)cc2c1 | 6%
COc1ccc(C(=O)N2CCCC(c3nc(-c4ccc(OC)c(OC)c4)no3)C2)c(OC)c1 (centres undefined) | -5%
COc1ccc(C(NC(=O)c2ccccc2)c2c(O)ccc3ccccc23)cc1 (centres undefined) | 22%
CCCC(C)NS(=O)(=O)c1c(C)cc(C)cc1C (centres undefined) | -2%
O=C1C(Oc2ccccc2)C(c2cccs2)N1Cc1ccc2c(c1)OCO2 (centres undefined) | -6%
CC(C)C(=O)N1CCN(c2ccccc2NC(=O)Cc2ccc(Cl)cc2)CC1 | 1%
COc1ccc(OCC(=O)Nc2ccc3c(c2)nc(CCN2CCOCC2)n3C)cc1 | 1%
Cc1ccc(-c2noc(-c3ccc(C)cc3)n2)cc1 | -11%
O=S(=O)(Cc1ccccc1)N1CCC(N2CCN(c3ccccc3)CC2)CC1 | -6%
COC(=O)Cc1c(O)ccn(Cc2ccc(F)cc2)c1=O | -3%
COc1ccc2nc(N3C(=O)CC(Cc4cc(C)cc(C)c4)C3=O)sc2c1 (centres undefined) | 1%
Cc1sc2c(c1C)c(=O)n(-c1ccccc1)c1nncn21 | -7%
COc1cc(C(=S)N2CCOCC2)cc(OC)c1OC(=O)CCc1ccccc1 | -10%
N/N=c1\sc2ccccc2n1-c1ccccc1 | 15%

Shown tab-delimited: 3 of the compounds above
Compound	mouse EphA4 binding
Cc1ccc2ccc(S(=O)(=O)n3nc(C)cc3C)cc2c1	6%
COc1ccc(C(=O)N2CCCC(c3nc(-c4ccc(OC)c(OC)c4)no3)C2)c(OC)c1 (centres undefined)	-5%
COc1ccc(C(NC(=O)c2ccccc2)c2c(O)ccc3ccccc23)cc1 (centres undefined)	22%

Additional structures
SMILES | mouse EphA4 binding
CCOC(=O)CN(C(=O)Cn1nnc2ccccc21)C(C(=O)NCCOC)c1ccccc1C (centres undefined) | -6%
COc1nnc(-c2ccc(N3CCOCC3)c(NC(=O)c3ccc(C)cc3)c2)c2ccccc12 | 2%
CC(C)Oc1ccc(C(=O)Nc2ccc(N(C)C)cc2)cc1 | 2%
COc1ccc(N2CCN(C(=S)Nc3cc(C)ccc3C)CC2)cc1 | -13%
Cc1noc2ncnc(Oc3ccc(F)cc3)c12 | -9%
Cc1ccc(C(=O)N2CCN(C(=O)N3CCOCC3)CC2)cc1 | -4%
COc1ccc(NC(=O)CSc2nc3ccccc3c(=O)n2-c2ccc3c(c2)OCO3)c(OC)c1 | -11%
Cc1csc(NC(=O)Cc2coc3cc(C)c(C(C)C)cc23)n1 | -8%
Cn1ncc(C#N)c1/N=C/N1CCCCCC1 | -10%
Cc1onc(-c2c(F)cccc2Cl)c1C(=O)Nc1c(C)n(C)n(-c2ccccc2)c1=O | 1%
Cc1c(NC(=O)CSc2ccc(Cl)cc2)cccc1-c1nc2ncccc2o1 | -10%
COc1ccc(Cn2c(CCC(=O)O)nc3cccnc32)cc1 | 4%
Cc1ccccc1[C@@H]1C(C#N)=C(N)S[C@H]1C(=O)c1ccccc1 | 13%
COc1ccc(-n2ncc3c(=O)n(CC(=O)N4CCCc5ccccc54)cnc32)cc1 | 7%
CCOc1cccc(/C=C2\C(=O)NN(c3ccccc3)C2=O)c1O | -9%
CCCCOC(=O)CSCC(=O)Nc1cc(C)on1 | -9%
O=C1NCCN1C(=O)c1ccccc1F | -10%
COc1cccc(N2C(=O)C(=O)/C(=C(\O)c3ccccc3)C2c2ccc(OC)c(OC)c2)c1 (centres undefined) | 7%
Cc1c(C#N)c2ncn(Cc3ccccc3)c(=O)c2n1-c1ccccc1 | -19%&-1%
COc1ccc(N2C(=O)CS/C2=C\[N+](=O)[O-])cc1 | 8%
O=[N+]([O-])c1ccc(C2SCCN2S(=O)(=O)c2ccc3ccccc3c2)cc1 (centres undefined) | -4%
CC(=O)c1nn(-c2cccc(Cl)c2)cc1C(=O)c1ccco1 | -5%
Cc1c(C(=O)Nc2ccccc2-c2ccccc2)cccc1[N+](=O)[O-] | -14%
CC(=O)Nc1cc2ccc(OC(C)=O)cc2oc1=O | -4%
CN1CCN(C(=O)c2ccc(C(C)(C)C)cc2)CC1 | 3%
Cc1ccccc1Cn1cnc2c(cnn2C(C)(C)C)c1=O | -1%

Not all compounds are listed (hit frequency here may not be typical).
